ERAP1 HTS inh = human ERAP1 aminopeptidase inhibitors, primary screen, biochemical, single point, plate reader; Endoplasmic reticulum aminopeptidase 1 (Homo sapiens), Q9NZ08; recombinant ERAP1, Leu-AMC fluorescence, 60 min; inhibition, % at 10.7 µM; 0.15% of 340,000 active; AID 652197, 2013;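 active means mean replicate inhibition of at least 30%, or all replicates individually reaching that 30% level; inactive means mean below 30% and not every replicate reaching it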;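 further: 0% = neutral control wells and 100% = L-leucinethiol positive control wells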
Target sequence (Q9NZ08 whole entry, looked up): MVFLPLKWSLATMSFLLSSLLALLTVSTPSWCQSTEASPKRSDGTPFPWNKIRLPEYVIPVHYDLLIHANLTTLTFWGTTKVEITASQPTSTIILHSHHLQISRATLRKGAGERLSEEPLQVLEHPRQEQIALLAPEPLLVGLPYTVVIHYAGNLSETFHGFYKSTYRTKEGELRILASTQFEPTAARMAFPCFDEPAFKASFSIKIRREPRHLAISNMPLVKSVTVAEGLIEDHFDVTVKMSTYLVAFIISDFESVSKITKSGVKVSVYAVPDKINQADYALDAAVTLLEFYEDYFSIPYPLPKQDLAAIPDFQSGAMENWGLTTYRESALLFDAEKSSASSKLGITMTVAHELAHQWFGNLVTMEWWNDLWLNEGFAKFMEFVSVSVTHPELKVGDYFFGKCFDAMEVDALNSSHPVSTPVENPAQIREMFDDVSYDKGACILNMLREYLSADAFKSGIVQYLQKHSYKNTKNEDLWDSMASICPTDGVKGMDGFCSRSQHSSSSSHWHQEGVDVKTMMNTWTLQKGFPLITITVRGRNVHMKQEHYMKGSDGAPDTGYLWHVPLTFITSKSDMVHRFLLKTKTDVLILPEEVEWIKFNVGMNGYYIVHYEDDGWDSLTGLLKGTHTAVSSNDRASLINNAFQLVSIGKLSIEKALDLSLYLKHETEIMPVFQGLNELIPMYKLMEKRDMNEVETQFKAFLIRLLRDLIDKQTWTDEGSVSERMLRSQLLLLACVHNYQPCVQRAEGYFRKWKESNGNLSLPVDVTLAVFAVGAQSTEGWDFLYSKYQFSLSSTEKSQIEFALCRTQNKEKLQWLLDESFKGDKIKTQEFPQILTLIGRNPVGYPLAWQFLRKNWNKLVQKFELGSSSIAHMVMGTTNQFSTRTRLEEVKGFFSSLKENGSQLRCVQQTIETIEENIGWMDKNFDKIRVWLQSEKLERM
PGC1a acetyl inh = inhibitors of PGC1a acetylation signal, primary screen, cell-based, U2OS, AlphaScreen, inhibitor mode; AlphaScreen anti-acetyl-lysine; with virally co-expressed GCN5 acetyltransferase; inhibition, % at 15.6 µM; 0.17% of 350,000 active;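 active means every replicate shows inhibition of at least 40%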;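 further: 0% = neutral control wells and 100% = positive control wells; some results beyond the cut were filed as inactive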
FN deposit inh = inhibitors of fibronectin matrix deposition, primary screen, AH1F cells, Alexa488-fibronectin fluorescence, plate reader; AH1F fibroblasts, overnight; inhibition, % at 12.6 µM; 0.086% of 350,000 active;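 active means mean inhibition across replicates of 30% or more, regardless of how many single replicates reach that level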;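 further: positive control wells lacked labelled fibronectin entirely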
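Material: AH1F fibroblast monolayer depositing Alexa488-labelled fibronectin into matrix / Amount: 10000 AH1F cells per well / Signal: fluorescence 485/525 nm / Medium: DMEM, 2% serum / Compound: single dose, pinned / Incubation: 1 h cell adhesion before compound, then overnight fibronectin incubation / Reagent: Alexa488-FN, 24 nM final / Read-out: inhibition of fibronectin deposition signal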
PglD inh = C. jejuni PglD acetyltransferase inhibitors, primary screen, biochemical, DTNB colorimetric, single point; UDP-N-acetylbacillosamine N-acetyltransferase PglD (Campylobacter jejuni); AID 602405, 2012; 0.098% of 360,000 active; inhibition, % at 12.5 µM; purified PglD enzyme, DTNB colorimetric CoA detection; in the data active means inhibition above about 16%, passing the limit was not always enough; further: strong numbers were not always called active
PAX8 reporter = inhibitors of PAX8-driven TPO luciferase reporter, primary screen, RMG-I cells, single concentration; SteadyGlo, 24 h; inhibition, % at 12.6 µM; 1.2% of 360,000 active; AID 652154, 2013;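 active means mean replicate inhibition at least 60% with every replicate also reaching 60%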;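 further: luciferase light reporting Pax8 driven TPO promoter activity; plate controls were median of neutral control wells for no effect and mitoxantrone controls for full effect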
LGR2 antag = inhibitors of bursicon-induced LGR2 CRE-luciferase signal, primary screen, cell-based, HEK293, CRE-luciferase reporter, bursicon stimulation. inhibition, % at 9.99 µM. 0.35% of 380,000 active. AID 720647, 2013. bursicon-stimulated, 4 h;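 active means drop in luminescence signal, shown as inhibition above about 50% in the replicate tests, limit read from the data, passing the limit was not always enough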;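 further: agonist challenge used bursicon conditioned medium at about half maximal strength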
EWS-Fli block = EWS/Fli-driven NR0B1 reporter inhibitors, primary screen, A673 cells, NR0B1 luciferase, luminescence, MLPCN library; 0.67% of 350,000 active; AID 651661, 2012; inhibition, % at 12.6 µM; viability-normalised;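 active means mean inhibition of at least 50% after viability correction, with every replicate also passing that limit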;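 further: firefly luciferase signal divided by Alamar Blue viability fluorescence both relative to DMSO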
S100A4 MyoIIA = inhibitors of S100A4-myosin IIA peptide binding, primary screen, biochemical, fluorescence polarization, TAMRA-MyoIIA peptide; 0.14% of 360,000 active; Protein S100-A4 (Homo sapiens), P26447; inhibition, % at 10.7 µM;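 active means mean inhibition of at least 70% across replicates, with every replicate also reaching that level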
Target sequence (P26447 whole entry, looked up): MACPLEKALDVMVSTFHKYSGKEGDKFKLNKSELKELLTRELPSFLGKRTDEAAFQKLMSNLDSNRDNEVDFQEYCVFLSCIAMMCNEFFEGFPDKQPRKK
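Material: S100A4 monomer protein | Medium: HEPES pH 7.2 with CaCl2, KCl, NaCl, DTT, Triton | Reagent: Labelled myosin peptide probe, 5 nM | Doses: One dose per compound | Times: 5 min incubation before reading | Benchmarks: Neutral control DMSO, positive control TFP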
* hit, by the source's call; . = no result given; & = joins results of further samples. Rows are unselected; 2.1% or so of the library scored in one or more.

molecule	ERAP1 HTS inh	PGC1a acetyl inh	FN deposit inh	PglD inh	PAX8 reporter	LGR2 antag	EWS-Fli block	S100A4 MyoIIA
CCCC(=O)N1C[C@@H]2[C@H](c3ccccc31)[C@H](CO)N2Cc1cocn1	2	3	4	7	-8	5	-3	0
Cc1noc(C)c1NC(=O)Nc1ccc2c(c1)CC(=O)N([C@@H](C)CO)C[C@@H](C)[C@H](CN(C)Cc1ccc(C(=O)Nc3ccccc3N)cc1)O2	0	3	-2	-2	10	-9	2	-19
Cc1cc(C(=O)Nc2cccc3c2O[C@@H](CN(C)S(=O)(=O)c2ccc(Cl)cc2)[C@H](C)CN([C@H](C)CO)C3=O)n(C)n1	3	3	.	0	-8	4	3	-2
C[C@H]1CN([C@@H](C)CO)C(=O)c2cc(NC(=O)Cc3ccccc3)ccc2O[C@H]1CN(C)Cc1ccncc1	-2	-3	.	0	-2	20	21	0
C[C@H]1CN([C@@H](C)CO)C(=O)c2cc(NC(=O)Cn3cnnn3)ccc2O[C@@H]1CN(C)Cc1ccc(Cl)c(Cl)c1	-1	1	.	4	-16	-7	10	1
COCCn1c(=N)c(S(=O)(=O)c2ccc(Br)cc2)cc2c(=O)n3ccccc3nc21	-3	5	9	0	-8	8	-19	1
Cc1cc(C(=O)Nc2ccc(CC(=O)O)cc2)c(C)o1	-3	.	-1	-4	6	-4	41	1
CC(Sc1n[nH]c(-c2cccs2)n1)C(=O)N1CCCC1 (stereo unspecified)	1	-4	-6	-3	.	13	2	-9
O=C(NCc1cccs1)c1cccnc1Cl	.	2	3	-3	16	-12	.	.
CCCCCCNCc1ccc(Br)cc1	2	0	.	2	.	8	4	4
CCc1ccc(OC(C)c2nnc(SCC(=O)Nc3ncccc3C)n2C)cc1 (stereo unspecified)	5	-15	-7	-1	28	20	6	2
Cc1ccc(C(C(=O)NC2CCCCC2)N(C(=O)c2csnn2)c2ccccc2F)o1 (stereo unspecified)	-2	-9	-13	-3	-8	22	-1	-3
C[C@H]1CN([C@@H](C)CO)C(=O)c2cccc(NC(=O)c3cnccn3)c2O[C@H]1CN(C)Cc1ccc(Cl)c(Cl)c1	-5	-4	.	-1	31	-4	-1	0
C[C@@H]1CN([C@@H](C)CO)C(=O)Cc2cc(NC(=O)C3CC3)ccc2O[C@@H]1CN(C)C(=O)Nc1ccc(F)cc1	-7	.	.	7	4	0	0	1
O=C(C[C@@H]1CC[C@H]2[C@@H](COC[C@@H](O)CN2Cc2ccncc2)O1)NCc1ccncc1	1	4	6	1	-6	-14	2	7
COc1ccc(CN(CC(=O)NCCc2ccccc2)C(=O)CCC(=O)Nc2cc(C)ccn2)cc1	-2	.	2	1	-35	-13	0	5
COc1ccc(S(=O)(=O)Nc2ccccc2C(=O)N2CCCC2)cc1C	-3	.	13	.	27	-34	-7	4
COc1ccc(NC(=O)N2CC(=O)N3[C@H](CO)[C@@H](c4ccc(/C=C/c5ccccc5)cc4)[C@@H]3C2)cc1	1	-8	.	.	-20	8	1	0
COc1ccc2nc(N3CCCC(C(=O)NCCCN4C(C)CCCC4C)C3)sc2c1 (stereo unspecified)	3	10	-2	1	-33	5	-32	-4
CCN(CC(=O)NCc1ccc(Cl)cc1)C(=O)c1oc2ccccc2c1C	4	3	1	1	21	-15	12	-3

Next part.
molecule	ERAP1 HTS inh	PGC1a acetyl inh	FN deposit inh	PglD inh	PAX8 reporter	LGR2 antag	EWS-Fli block	S100A4 MyoIIA
Cc1cc(OCC(=O)Nc2ccc3oc(=O)ccc3c2)ccc1Cl	2	.	-1	2	0	-2	2	-1
O=C(CCl)NC1(C(F)(F)F)C(=O)Nc2c1c(=O)[nH]c(=O)n2-c1ccccc1 (stereo unspecified)	-1	-5	4	-1	11	.	1	-2
CCCCCCC(=O)Nc1ccc(S(=O)(=O)Nc2onc(C)c2C)cc1	-1	.	1	.	-11	13	3	-1
O=C(NCC1CC1)[C@H]1[C@H](CO)[C@H]2Cn3c(ccc(-c4ccncc4)c3=O)[C@@H]1N2CC1CC1	2	.	.	0	-13	11	-1	38
CCCC(=O)Nc1ccc2c(c1)OC[C@@H](C)N(C(=O)Cc1ccccn1)C[C@@H](C)[C@H](OC)CN(C)C2=O	1	-1	-1	-4	-2	20	-1	-5
Cc1ccc([C@H]2C[C@H](n3cc(C4CC4)nn3)[C@@H](O)CN2CC2CCCCC2)cc1	-5	.	-8	-11	-13	-5	3	3
Nc1ccc2nc(-c3ccc(Cl)cc3)[nH]c2c1	5	-15	-2	0	80*	-76	-57	-13
CCN(Cc1nc2cc(Cl)ccc2c(=O)[nH]1)C(=O)c1cccc(NC(=O)c2cccs2)c1	-1	13	3	5	18	2	5	-1
O=C(CNC(=O)c1ccccc1)NCCCSc1ccccc1	-2	0	2	5	-16	-16	-4	-4
CC(=O)N(C)C[C@@H]1Oc2ncc(C#C[C@H](C)O)cc2C(=O)N([C@@H](C)CO)C[C@H]1C	-3	7	2	6	.	0	-14	13
C[C@@H]1CN([C@@H](C)CO)S(=O)(=O)c2ccc(C#Cc3ccccc3)cc2O[C@H]1CN(C)C(=O)Nc1ccc2c(c1)OCO2	0	-19	15	6	33	-22	10	6
COc1ccc(OC)c(C2c3[nH]c4ccccc4c3C[C@H]3C(=O)N(CCCOC(C)C)CC(=O)N23)c1 (stereo partly specified)	6	.	8	5	19	4	3	22
O=C(NNC(=O)c1sc2ccccc2c1Cl)Nc1ccc(Cl)cc1	2	.	.	4	.	1	.	0
COc1cc(OC)c(OC)cc1/C=N/n1c(COc2ccccc2)n[nH]c1=S	0	.	5	9	-16	-24	-15	0
O=C(CCCn1c(=O)oc2ccccc21)NNC(=O)COc1ccc(F)cc1	1	.	1	0	3	2	2	1
Cc1ccc(C)c(-n2cc(-c3ccc(Cl)cc3)nc2SCC(=O)NC2CCS(=O)(=O)C2)c1 (stereo unspecified)	.	-2	-7	2	25	-8	.	.
C[C@@H]1CN([C@H](C)CO)C(=O)Cc2cc(NC(=O)CCC(F)(F)F)ccc2O[C@H]1CN(C)CC1CC1	2	27	7	1	-19	-14	-2	10
O=C(CN1C(=O)NC2(CCCC2)C1=O)NNC(=O)c1ccccc1	-1	.	-3	6	-2	9	-6	3
Cc1ccc(S(=O)(=O)Nc2ccc3c(c2)C(=O)N([C@@H](C)CO)C[C@@H](C)[C@@H](CN(C)C(=O)Nc2ccc(C(F)(F)F)cc2)OCCCC[C@H](C)O3)cc1	3	6	5	0	15	7	-1	-2
O=C(CCC1CCCC1)NCCS(=O)(=O)N1CCN(c2ccccc2)CC1	-4	-24	-12	-7	5	8	-1	-16

Overlap with the part before: 3 compounds; new compounds follow.
molecule	ERAP1 HTS inh	PGC1a acetyl inh	FN deposit inh	PglD inh	PAX8 reporter	LGR2 antag	EWS-Fli block	S100A4 MyoIIA
O=C(CN1C(=O)NC2(CCCC2)C1=O)NNC(=O)c1ccccc1	-1	.	-3	6	-2	9	-6	3
Cc1ccc(S(=O)(=O)Nc2ccc3c(c2)C(=O)N([C@@H](C)CO)C[C@@H](C)[C@@H](CN(C)C(=O)Nc2ccc(C(F)(F)F)cc2)OCCCC[C@H](C)O3)cc1	3	6	5	0	15	7	-1	-2
O=C(CCC1CCCC1)NCCS(=O)(=O)N1CCN(c2ccccc2)CC1	-4	-24	-12	-7	5	8	-1	-16
Nc1nc2c(Br)ccc(Br)c2cc1C(=O)NCCc1ccccc1	-1	.	-5	.	0	-7	3	14
CC1CCc2c(sc3[nH]c(=S)n(C)c(=O)c23)C1 (stereo unspecified)	0	.	5	1	-33	-9	-13	-2
C[C@H]1CN([C@@H](C)CO)C(=O)c2cc(NC(=O)Cc3cn(C)c4ccccc34)ccc2O[C@H]1CN(C)C(=O)Nc1ccc2c(c1)OCO2	-1	22	.	-2	.	4	-65	-3
Cn1c(N2CCN(C(c3ccccc3)c3ccccc3)CC2)nc2c1c(=O)[nH]c(=O)n2C	-3	-2	4	-6	-2	0	8	-2
O=C(C[C@H]1C[C@H]2c3cc(NS(=O)(=O)c4ccc(F)cc4)ccc3O[C@H]2[C@H](CO)O1)NCc1cc(F)ccc1F	-1&-2	4&5	0&13	3&0	18	-12&-18	10&19	-1&15
C/C(=N\NC(=O)c1nnn(-c2nonc2N)c1C(C)C)c1ccc2ccccc2c1	0	13	-2	3	-8	-22	.	4
COc1ccc(C2=NS(=O)(=O)N(C)C(C(=O)NCc3ccc4c(c3)OCO4)=C2)cc1	1	13	3	4	1	-6	-10	0
C=CCc1cccc2cc(C(=O)NC3CCCC3)c(=O)oc12	0	5	-5	-7	19	.	-9	-3
CCCNC(=O)N(C)C[C@H]1Oc2cc(C3=CCCCC3)ccc2S(=O)(=O)N([C@H](C)CO)C[C@@H]1C	1	-4	5	2	-37	9	12	-7
CC(C)=NNC(=O)C1=NNC(=O)C1	2	-5	1	-2	-19	3	-2	-5
CCOc1ccc(Cn2c(C)nc([N+](=O)[O-])c2SCC(O)CCl)cc1[N+](=O)[O-] (stereo unspecified)	13	5	.	-4	.	9	13	-1
CC(C)=CCC[C@H](C)C[C@@H]1Cc2[nH][nH]c(=O)c2[C@H](c2ccc(Cl)cc2)O1	-1	.	3	.	-5	-12	-2	47
COc1ccc(CC(=O)NC(C)c2nnc(SCC(=O)Nc3ccccc3)n2C)cc1 (stereo unspecified)	-3	1	-10	-1	8	5	-10	3
Cc1ccccc1CN1C[C@@H]2C[C@@H](c3cn(C)nc3-c3ccccc3)N3CCC[C@@]23C1=O	-1	-5	11	.	16	.	7	-1
C[C@H](CO)N1C[C@H](C)[C@H](CN(C)Cc2ccc(Cl)c(Cl)c2)Oc2c(NC(=O)c3ccc(-c4nccs4)cc3)cccc2C1=O	-2	6	3	4	.	-2	11	-1
O=C(O)C[C@@H]1C[C@H]2c3cc(NC(=O)Nc4ccc(F)cc4)ccc3O[C@H]2[C@H](CO)O1	1	8	-5	2	.	-33	1	6
COc1ccccc1NS(=O)(=O)c1ccc(C)c(C(=O)NCC(c2ccco2)N(C)C)c1 (stereo unspecified)	1	.	-1	-3	14	-6	-8	3
C[C@H](CO)N1C[C@H](C)[C@H](CN(C)C(=O)Nc2ccc(F)cc2)Oc2ncccc2C1=O	2	-1	.	-1	.	12	-5	10
CS(=O)(=O)N1[C@H](C#N)[C@@H](c2ccccc2-c2ccccc2F)[C@H]1CO	1	-10	-1	.	-22	7	1	27
COc1cc(NC(=O)CN2CCN(c3ccccc3F)CC2)c(C)cc1[N+](=O)[O-]	0	.	-5	.	18	-16	10	-6
C[C@@H]1CN([C@@H](C)CO)C(=O)c2cccc(NS(C)(=O)=O)c2O[C@H]1CN(C)S(=O)(=O)c1cn(C)cn1	0	-13	-6	14	.	16	0	12
COc1ccc2c3c([nH]c2c1)[C@H](CO)NCC31CN(Cc2cc(F)ccc2F)C1	-26	4	-6	.	6	-8	-8	16
